Source: PubChem BioAssay (Sanford-Burnham Center for Chemical Genomics)
CendR NRP1 mod = NRP-1/CendR interaction modulation. 0.85% of 360,000 active. O14786. inhibition, % at 25 µM. AID 602438. FAM-RPARPAR peptide binding to NRP-1, fluorescence polarization;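 active means inhibition or corrected inhibition above about 18%, plus a signal ratio from 0.5 to 1.5, limit read from the data, passing the limit was not always enough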; further: strong numbers were not always called active
Scp-1 inhibitor = blocks human Scp-1 phosphatase activity. Q9GZU7. Recombinant Scp1, phosphopeptide, malachite green phosphate absorbance. inhibition, % at 20 µM. 0.88% of 340,000 active;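 active means inhibition above about 50% at 20 µM, limit read from the data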;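 further: plate controls were DMSO wells with enzyme for no effect and wells lacking enzyme for full effect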
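Test system – truncated SCP-1 phosphatase (76-261aa) · Reagent – Phosphorylated 17-residue peptide substrate · Incubation – 45 min room-temperature reaction, 5 min colour, 30 min stabiliser · Detection – colorimetric phosphate reagent with accelerator and stabiliser, absorbance at 630 nm · Measure – % inhibition at 20 µM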
LMPTP inh = blocks human LMPTP phosphatase | AID 651560 | P24666 | 0.22% of 360,000 active | inhibition, % at 20 µM | recombinant LMPTP-A, OMFP fluorogenic substrate, fluorescence intensity;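 active means compounds that cut the enzyme signal by at least half of the control window in the single-dose screen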;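 further: plate controls were DMSO wells with enzyme plus substrate for no effect and substrate without enzyme for full effect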
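material = LMPTP-A | quantity = 0.625 nM enzyme | reagent = OMFP substrate, 400 µM final | buffer or medium = Bis-Tris pH 6.0, DTT, detergent | detection = endpoint fluorescence intensity from OMFP dephosphorylation | dosing = single 20 µM dose | read-out basis = % inhibition relative to no-enzyme and uninhibited control wells | control set = no-enzyme and uninhibited controls | timing = 50 min at room temperature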
STEP inh = inhibitors of human striatal-enriched phosphatase STEP. P54829. recombinant STEP, OMFP fluorogenic substrate, fluorescence. inhibition, % at 20 µM. 0.25% of 360,000 active. AID 588621;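 active means inhibition at 20 µM, scaled per plate between control wells, above about 37%, limit read from the data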;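 further: 0% = DMSO with enzyme and substrate and 100% = substrate only without enzyme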
Target sequence (P54829 whole entry, looked up): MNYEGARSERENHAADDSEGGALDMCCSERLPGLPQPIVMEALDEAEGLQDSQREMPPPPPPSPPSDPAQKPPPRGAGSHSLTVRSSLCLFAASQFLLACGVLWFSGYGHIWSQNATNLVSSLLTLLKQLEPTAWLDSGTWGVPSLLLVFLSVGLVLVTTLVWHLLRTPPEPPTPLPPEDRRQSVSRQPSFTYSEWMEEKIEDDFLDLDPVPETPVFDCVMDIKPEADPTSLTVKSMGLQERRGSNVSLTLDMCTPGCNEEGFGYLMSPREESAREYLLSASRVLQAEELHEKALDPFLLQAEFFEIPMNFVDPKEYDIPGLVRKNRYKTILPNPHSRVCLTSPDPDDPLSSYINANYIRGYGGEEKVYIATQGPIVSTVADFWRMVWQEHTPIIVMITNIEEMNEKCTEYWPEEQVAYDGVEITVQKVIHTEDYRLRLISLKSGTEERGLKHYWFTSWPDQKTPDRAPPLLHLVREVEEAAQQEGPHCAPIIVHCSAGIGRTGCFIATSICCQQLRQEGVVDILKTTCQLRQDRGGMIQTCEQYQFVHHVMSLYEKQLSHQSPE
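System: STEP phosphatase, cell-free reaction; Buffer or medium: Bis-Tris pH 6.0 buffer with DTT, detergent; Incubation: 20 min at room temperature, dark; Measured by: fluorescence, 480/540 nm.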
SUMO1 PPI mod = SUMO1-SIM interaction modulation; 0.33% of 360,000 active; inhibition, % at 20 µM; P63165; AID 602429; SUMO1 binding to a labelled peptide, TR-FRET, 1 h; in the data active means inhibition above about 37%
Target sequence (P63165 whole entry, looked up): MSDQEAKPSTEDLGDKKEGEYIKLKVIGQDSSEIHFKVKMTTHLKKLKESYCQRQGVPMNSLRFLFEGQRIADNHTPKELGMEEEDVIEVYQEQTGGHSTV
SKN-1 block = inhibitors of C. elegans SKN-1. 0.49% of 360,000 active. inhibition, % at 21.8 µM. C. elegans VP596 Pgst-4::GFP/RFP ratio, acrylamide-induced, 24 h;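 active means interference check ratio from 0.5 to 1.5 plus GFP to RFP signal ratio inhibition reaching or exceeding a fixed threshold, cut at about 30% in these data, passing the limit was not always enough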; further: some compounds called inactive have numbers as strong as hits
NadD block = blocks S. aureus nicotinate mononucleotide adenylyltransferase. inhibition, % at 20 µM. 0.78% of 360,000 active. purified NadD enzyme, colorimetric absorbance read-out; in the data active means inhibition above about 26%; further: some compounds past the cut are filed as inactive
DNMT1 block = blocks human DNA methyltransferase DNMT1. P26358. DNMT1 molecular beacon, Hinp1I cleavage, fluorescence. inhibition (reported as % activation of signal), % at 10 µM. 0.83% of 360,000 active; in the data active means inhibition above about 50%
Rpn11 block = blocks the human proteasome subunit Rpn11; O00487; calls only at 20 µM; 0.59% of 360,000 active; AID 588493; human 26S proteasome, Ub4-pepOG fluorescence polarization; 20S core pre-blocked with epoxomicin;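 active means inhibition at 20 µM, scaled to each plate's controls, above about 33%, limit read from the data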
Target sequence (O00487 whole entry, looked up): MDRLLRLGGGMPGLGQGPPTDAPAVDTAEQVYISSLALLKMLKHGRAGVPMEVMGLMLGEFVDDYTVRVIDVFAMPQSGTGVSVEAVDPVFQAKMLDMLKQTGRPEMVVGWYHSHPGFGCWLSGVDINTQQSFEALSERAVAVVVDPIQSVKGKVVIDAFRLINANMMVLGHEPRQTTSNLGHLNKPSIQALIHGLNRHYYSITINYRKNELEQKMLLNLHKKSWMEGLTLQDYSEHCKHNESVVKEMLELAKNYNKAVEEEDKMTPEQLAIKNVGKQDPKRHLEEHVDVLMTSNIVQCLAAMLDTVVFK
MT1-MMP act inh = inhibitors of human MT1-MMP activation; P50281; HT1080 RFP-PRO-GFP cells, GFP/RFP ratio fluorescence, overnight; percent of plate control window, DMSO zero; GFP/RFP ratio change, % at 20 µM; 0.061% of 360,000 active;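 active means GFP/RFP ratio change of at least 30% with cell ATP level not reduced by more than half and red fluorescence within 50% of control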; further: strong numbers were not always called active
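Assay system – RFP-PRO-GFP reporter HT1080 cells · Compound dosing – single dose of 20 µM compound, 1% DMSO final · Incubation – overnight compound exposure at 37 °C · Measure – GFP/RFP fluorescence ratio · Benchmarks – DMSO wells and RFP-L50D-GFP cells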
* = called active by the depositor; i = inactive; / = no result given; & = joins results of further samples.

compound	CendR NRP1 mod	Scp-1 inhibitor	LMPTP inh	STEP inh	SUMO1 PPI mod	SKN-1 block	NadD block	DNMT1 block	Rpn11 block	MT1-MMP act inh
CSc1nc(-c2ccccc2)nn1S(=O)(=O)c1ccc(Cl)cc1	-7	-6	-0.6	-1	4	17	0	3	i	0
Cc1c(Cl)cccc1NS(=O)(=O)c1cccc2nsnc12	-1	-12	0.6	-1	-27	-1	3	1	i	0
COc1ccc(-c2ccc3oc(-c4ccc(OC)cc4)c(C#CCO)c3c2)cc1	15	-4	2.6	-2	-5	10	-16	-21	i	10
CCN(c1cccc(C)c1)S(=O)(=O)c1ccc2c(c1)N(C(C)=O)CCS2	10	-4	1.1	0	0	5	-6	-2	i	0
Cc1cccc(NC(=O)c2ccc(C)c(S(=O)(=O)N3CCCCC3)c2)n1	2	-6	0.7	2	6	-5	-7	1	i	3
O=C(CN1C(=O)NC2(CCCCCCC2)C1=O)Nc1cccc(Br)c1	8	-5	-0.1	-2	1	10	-6	-6	i	12
CCN1C(=NCC2CC2)N[C@@H](c2cccc(C(F)(F)F)c2)C(C(=O)OC)=C1C	2	50*	-0.2	0	-7	4	3	4	i	2
Oc1ccc(Cl)cc1CNCc1ccc(Cl)cc1	4	-8	0.3	4	0	5	0	0	i	6
CCCN(C(=O)CSCc1c(C)noc1C)c1c(N)n(Cc2ccccc2)c(=O)[nH]c1=O	-10	-1	-0.2	0	2	-9	4	0	i	1
COC(Cn1c(-c2cccc(S(=O)(=O)N(C)C)c2)n[nH]c1=S)OC	-2	5	-0.9	0	0	5	-1	1	i	3

Two records picked at random from those above, as already listed:
compound	CendR NRP1 mod	Scp-1 inhibitor	LMPTP inh	STEP inh	SUMO1 PPI mod	SKN-1 block	NadD block	DNMT1 block	Rpn11 block	MT1-MMP act inh
COc1ccc(-c2ccc3oc(-c4ccc(OC)cc4)c(C#CCO)c3c2)cc1	15	-4	2.6	-2	-5	10	-16	-21	i	10
Cc1cccc(NC(=O)c2ccc(C)c(S(=O)(=O)N3CCCCC3)c2)n1	2	-6	0.7	2	6	-5	-7	1	i	3

More entries follow.
compound	CendR NRP1 mod	Scp-1 inhibitor	LMPTP inh	STEP inh	SUMO1 PPI mod	SKN-1 block	NadD block	DNMT1 block	Rpn11 block	MT1-MMP act inh
O=C(CO/N=C/c1ccccc1OC(F)F)NCc1ccco1	7	-11	-1.8	-1	3	0	1	9	i	/
Cc1cc(NC(=O)c2cc(CC(C)C)on2)no1	0	-7	-1.8	0	-2	8	-2	0	i	-6
CCOC(=O)c1c(NC(=O)N/N=C/c2ccccc2OCC)sc(C(C)=O)c1C	-3	-3	1.9	1	1	6	6	56*	i	0
O=C(NN1C(=O)C2CC=C(Cl)CC2C1=O)c1ccncc1 (configuration not stated)	-3	16	-1.9	4	9	-7	7	58*	i	0
C/C(N)=C(/C#N)C(=O)COC(=O)C1Cc2ccccc2CN1S(C)(=O)=O (configuration not stated)	-7&13	22&0	1.5&3.2	-1&1	9&4	16&1	5&3	14&1	i	4&0
CSCCNC(=O)C1(C)CCN1C(=O)C/C=C/c1ccccc1 (configuration not stated)	18	/	7.1	-5	-2	5	1	1	i	9
O=C(NC1CCN(S(=O)(=O)c2ccccc2)CC1)c1ccccc1	3	-4	-0.6	1	2	15	0	1	i	3
O=C(O)CNS(=O)(=O)c1cc(Cl)c(Cl)cc1Cl	7	4	-2.1	6	0	4	6	0	i	0
CCCC/C=C1/CCC(CN(C)C)C1=O (configuration not stated)	-4	2	-0.3	0	8	-4	-1	10	i	1
COc1ccc2c(C)cc(SC3CCOC3=O)nc2c1 (configuration not stated)	-18	-3	-0.1	3	0	11	-10	-1	i	-5

New compounds follow
compound	CendR NRP1 mod	Scp-1 inhibitor	LMPTP inh	STEP inh	SUMO1 PPI mod	SKN-1 block	NadD block	DNMT1 block	Rpn11 block	MT1-MMP act inh
CCOC(=O)/C(=C\Nc1ccccc1C(F)(F)F)Sc1ncc(C(F)(F)F)cc1Cl	-1	-8	0.8	8	4	-16	-4	8	i	-5
COc1ccc(-n2cnnc2SCC(=O)Nc2cccc(S(=O)(=O)N3CCCCC3)c2)cc1	12	-4	-0.3	-1	3	9	3	-4	i	-1
COc1ccccc1Cc1c(-c2ccc(OC)c(OC)c2)nc2ccc(Cl)cn12	-24	/	3.8	1	0	30	2	-17	i	3
CCCS(=O)(=O)N1CCC(C(=O)N2CCN(Cc3ccccc3)CC2)CC1	-4	-3	-0.9	1	-1	-6	-3	0	i	0
COc1ccc(OC)c(-n2c(-c3ccn[nH]3)n[nH]c2=S)c1	2	-13	-1.0	1	2	-7	-4	-6	i	4
Cc1cc(O)c(C(=O)/C=C/c2ccccc2)c(=O)o1	-39	-22	1.8	2	19	-14	-5	8	i	-22
CC(=O)N1CCc2cc(S(=O)(=O)N3CCc4ccccc4C3)ccc21	-10	1	0.8	2	2	-11	-1	4	i	6
COc1ccc(NC(=O)Nc2cccc3c2O[C@H](CN(C)C(=O)NC(C)C)[C@@H](C)CN([C@H](C)CO)C3=O)cc1	8	-8	0.8	-1	3	7	3	-2	i	6
Cc1oc(-c2ccc(Cl)cc2)nc1CS(=O)CC(=O)NCCN1CCCCCC1 (configuration not stated)	0	-9	3.2	2	-25	4	9	-3	i	-4
COCCn1c(SCc2cc(C(C)=O)ccc2OC)nc2cc(Cl)ccc2c1=O	-10	-7	0.2	2	-1	3	-6	-7	i	0

(more compounds)
compound	CendR NRP1 mod	Scp-1 inhibitor	LMPTP inh	STEP inh	SUMO1 PPI mod	SKN-1 block	NadD block	DNMT1 block	Rpn11 block	MT1-MMP act inh
CS(=O)(=O)c1ccc2nc(NC(=O)C3=NN(c4ccccc4)C(=O)CC3)sc2c1	7	2	-1.7	2	-4	1	2	-3	i	-3
Cc1cccc(C)c1NC(=O)CCS(=O)(=O)c1cccc2nonc12	-6	-5	-0.6	-2	-34	-10	-7	2	i	0
CSCCC(C(=O)Nc1ccc2c(c1)OCO2)N1C(=O)c2ccccc2C1=O (configuration not stated)	6	-7	-0.7	-1	-2	-8	-3	2	i	0
COc1ccc(OC)c(NC(=O)c2ccccc2NC(=O)c2ccco2)c1	0	-17	2.0	0	-10	-4	-13	3	i	-5
CCN1CCN(CCCNC(=O)c2ccc3c(c2)NC(=O)c2ccccc2S3)CC1	-2	-8	-3.8	-2	-2	1	-3	-1	i	-1
CC(C)(C)c1ccc(C(=O)Oc2ccc3c(c2)OCC3=O)cc1	10	1	0.0	1	-1	-6	6	6	i	0
C[C@@H]1CN([C@H](C)CO)C(=O)CCCn2nncc2CO[C@H]1CN(C)C(=O)c1ccc(N2CCN(C)CC2)cc1	-12	/	-6.0	-4	2	4	-3	7	i	1
Cc1cccc2c1cnn2C(=O)CCC(=O)NC1CCCCC1	-3	-4	-1.5	2	5	4	-3	2	i	-7
Clc1ccccc1OCc1nn2c(-c3ccncc3)nnc2s1	1	0	-0.2	4	0	14	8	-2	i	-1
COc1cccc(N=C2CC(C)(C)CC(=O)/C2=C(/O)c2ccccc2)c1	3	-1	-2.2	-2	-5	2	-7	-6	i	-5

Remaining list, next part.
compound	CendR NRP1 mod	Scp-1 inhibitor	LMPTP inh	STEP inh	SUMO1 PPI mod	SKN-1 block	NadD block	DNMT1 block	Rpn11 block	MT1-MMP act inh
CCOC(=O)c1c(C)[nH]c(C(=O)CN2C(=O)NC(C)(c3ccc(C)cc3)C2=O)c1C (configuration not stated)	-2	-8	1.0	-4	4	8	2	-9	i	2
CCn1c(SCC(=O)NC2CCCC2)nnc1C(C)NC(=O)c1ccccc1F (configuration not stated)	-5	-7	-0.5	-2	0	-5	-2	1	i	2
COc1cc(OC)cc(C2=Cc3ccc(OC)cc3C(CC(C)=O)N2c2ccc(C#CC3(N)CCCCC3)cc2)c1 (configuration not stated)	-15	/	1.8	/	-114	-4	22	/	/	-9
CC1C(=O)CCC1(C(=O)O)c1ccccc1 (configuration not stated)	7	-7	0.0	2	-1	3	2	1	i	5
Cc1cccn2c(=O)nc(SCC(=O)NCCc3ccccc3)nc12	6	-4	-0.5	-1	-1	-12	1	0	i	-3
CCNC(=O)CC1C(=O)N(c2ccc(OC)cc2)C(=O)N1CCOC (configuration not stated)	5	-10	-2.7	0	0	3	-7	2	i	0
O=C(c1cc2c(s1)CCCC2)n1cccn1	-6	-14	1.4	3	-4	1	2	6	i	2
COc1ccc(OC2OC3COC(C)(C)OC3C(O)C2NC(C)=O)cc1 (configuration not stated)	2	-9	-1.7	0	-1	-10	1	2	i	2
CN(C)CC(c1ccccc1)c1ccccc1	6	-7	-0.6	-1	1	4	-8	-2	i	-3
Cc1ccc(CS(=O)(=O)c2ncc(Cl)c(C(=O)Nc3ccc(OC(F)F)cc3)n2)cc1	2	-11	-1.0	0	-7	-2	-16	-1	i	-5

Next section:
compound	CendR NRP1 mod	Scp-1 inhibitor	LMPTP inh	STEP inh	SUMO1 PPI mod	SKN-1 block	NadD block	DNMT1 block	Rpn11 block	MT1-MMP act inh
Cc1ccc(C(=O)N2CCC(C)CC2)cc1NC1=NC2CS(=O)(=O)CC2S1 (configuration not stated)	-1	-13	-1.1	-2	6	-2	-4	-2	i	0
CCOC(=O)C1=C(CNCc2ccc(C)cc2)NC(=O)NC1c1ccc(OC)cc1 (configuration not stated)	14	-7	-0.8	-1	-3	-8	-7	0	i	-6
O=S(=O)(c1ccc(Br)s1)N1CCN(CCOc2ccccc2)CC1	8	-3	1.0	-1	-2	-1	-6	-4	i	0
CN(CC(=O)Nc1cccc(F)c1)C(=O)Cc1n[nH]c(=O)c2ccccc12	16	-1	-1.4	4	1	4	2	1	i	0
CCOc1cc(C(N)=O)cc(Br)c1OCc1ccccc1	0	-3	1.3	-3	-3	11	-4	0	i	2
Cc1cc(NC(=O)c2ccc(Cl)cc2)cc(C)c1OCC(=O)N1CCOCC1	21	-1	0.4	-2	2	-3	-3	1	i	-1
